ST2 IL33 inh = inhibitors of human ST2 (IL1RL1) binding to IL-33 | AlphaLISA ST2-Fc/biotin-IL-33 interaction, 1 h | inhibition, % for hits at 17 µM | actives 2.3% (n = 78,000); in the data active = inhibition above about 30%; inconclusive = mostly about 10% to 28%
Target sequence (Q01638 whole entry, looked up): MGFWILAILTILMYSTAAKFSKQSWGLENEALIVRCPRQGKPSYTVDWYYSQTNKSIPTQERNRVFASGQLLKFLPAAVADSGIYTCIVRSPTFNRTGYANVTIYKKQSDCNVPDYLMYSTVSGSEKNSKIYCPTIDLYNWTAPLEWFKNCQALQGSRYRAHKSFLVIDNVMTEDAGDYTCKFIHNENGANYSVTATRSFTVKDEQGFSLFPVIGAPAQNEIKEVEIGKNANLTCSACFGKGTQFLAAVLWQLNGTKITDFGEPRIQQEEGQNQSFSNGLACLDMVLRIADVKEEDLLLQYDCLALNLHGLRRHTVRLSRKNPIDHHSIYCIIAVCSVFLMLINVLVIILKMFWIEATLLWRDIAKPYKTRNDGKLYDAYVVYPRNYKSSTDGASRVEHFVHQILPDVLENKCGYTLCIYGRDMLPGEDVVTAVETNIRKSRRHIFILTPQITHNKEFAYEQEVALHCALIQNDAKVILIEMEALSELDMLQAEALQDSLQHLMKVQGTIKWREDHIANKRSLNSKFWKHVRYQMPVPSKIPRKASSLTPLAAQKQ
* = called active by the depositor; i = inactive; ? = inconclusive. Not all compounds are listed; count on the stated rates, not on these rows.

SMILES	ST2 IL33 inh
O=C(c1cccc(-c2cn[nH]c2)c1)N1CCCC(CCc2ccc(F)cc2)C1 (stereo unspecified)	i
CCN1C(=O)CC(c2ccco2)Sc2ccccc21 (stereo unspecified)	i
Cc1nc(SCC(=O)O)c(C#N)c(C)c1CC(=O)c1ccccc1	i
CCN(CC)CCNC(=O)c1sc2ncnc(N3CCCCC3C)c2c1C (stereo unspecified)	i
O=C(Oc1ccc2cc(-c3nc4ccccc4s3)c(=O)oc2c1)c1ccco1	i
O=c1cc(-c2ccc([N+](=O)[O-])cc2)[nH]n1-c1nc2ccccc2s1	?
COc1ccccc1N1CCN(S(=O)(=O)c2c(C)c(C)cc(C)c2C)CC1	i
O=C(c1ccc(Cl)cc1OC1CCN(C/C=C/c2ccco2)CC1)N1CCCCC1	i
CCCCn1cnc2cc(NCc3ccccc3O)ccc21	i
O=C(Nc1nnc(CCc2ccccc2)s1)c1cccc(Br)c1	i
CC(C)(C)C1CCc2c(sc(NC(=O)c3ccccc3Cl)c2C(=O)N2CCOCC2)C1 (stereo unspecified)	i
O=C(NCc1ccco1)NC1CCCCC1	i
COc1c[nH]c(C(=O)N2CCCC(c3[nH]ncc3-c3ccccc3)C2)cc1=O (stereo unspecified)	i
COCc1nc(N(C)Cc2cc3cc(F)ccc3[nH]2)c2cnn(C)c2n1	i
CCCCN(CC)S(=O)(=O)c1ccc(C(=O)Nc2nnc(-c3ccc(Cl)s3)o2)cc1	?
CCOC(=O)c1nc(Nc2ccc(C)c(Cl)c2)c2ccccc2n1	i
Cc1cnccc1CN(C)C(=O)[C@H](N)CC(C)C	?
Cc1cc([N+](=O)[O-])nn1CCCC(=O)Nc1c(F)cc(F)cc1Br	?
CCSCCOC(=O)C1=C(C)NC2=C(C(=O)CCC2)C1c1cccc(Br)c1 (stereo unspecified)	i
COc1ccc(N=Cc2c(C)[nH]n(-c3ccccc3)c2=O)cc1	?
CCn1ccnc1CN1CCC(CNC(=O)C2CCCCC2)C1 (stereo unspecified)	?
O=C(CCSCc1ccc(F)cc1)N1CCCN2CCC[C@H]2C1	i
CCN(CC)CC(=O)N(CC1CCN(CCOC)CC1)CC1CCCN1CC (stereo unspecified)	i
O=C1Nc2ccccc2/C1=C/C(=O)c1ccc([N+](=O)[O-])cc1	?
O=C1CCCN2N=C(SCC(=O)N3CCCCCC3)SC2=N1	i

Arranged by number of heavy atoms (falling): some entries from above.
SMILES	ST2 IL33 inh
Cc1nc(SCC(=O)O)c(C#N)c(C)c1CC(=O)c1ccccc1	i
O=C(Nc1nnc(CCc2ccccc2)s1)c1cccc(Br)c1	i
O=C1CCCN2N=C(SCC(=O)N3CCCCCC3)SC2=N1	i
Cc1cnccc1CN(C)C(=O)[C@H](N)CC(C)C	?

Returning to the listing; the 7 compounds before the break are reprinted first.
SMILES	ST2 IL33 inh
CCSCCOC(=O)C1=C(C)NC2=C(C(=O)CCC2)C1c1cccc(Br)c1 (stereo unspecified)	i
COc1ccc(N=Cc2c(C)[nH]n(-c3ccccc3)c2=O)cc1	?
CCn1ccnc1CN1CCC(CNC(=O)C2CCCCC2)C1 (stereo unspecified)	?
O=C(CCSCc1ccc(F)cc1)N1CCCN2CCC[C@H]2C1	i
CCN(CC)CC(=O)N(CC1CCN(CCOC)CC1)CC1CCCN1CC (stereo unspecified)	i
O=C1Nc2ccccc2/C1=C/C(=O)c1ccc([N+](=O)[O-])cc1	?
O=C1CCCN2N=C(SCC(=O)N3CCCCCC3)SC2=N1	i
O=C(NCCC1=CCCCC1)c1ccc2c(c1)OCO2	i
Cc1ccccc1Cn1cc(C(=O)NC(C)Cc2ccsc2)nn1 (stereo unspecified)	?
O=C(NCC1CCCN(C(=O)c2cncs2)C1)c1cccc2ccccc12 (stereo unspecified)	i
COc1cc(-c2nc3cnccn3c2Nc2ccc(C)cc2)ccc1O	i
FC(F)(F)c1cc(-c2ccc(Cl)cc2)nc(-n2cccn2)n1	i
COc1cc(/C=C/C(=O)O[C@@H]2C[C@](O)(C(=O)O)C[C@@H](O)[C@H]2O)ccc1O	?
CCN(CC)S(=O)(=O)c1ccc(C(=O)Nc2ccccc2-c2nc3ccccc3s2)cc1	i
Cc1cc(S(=O)(=O)NCCCSC2CCCCC2)ccc1F	i
O=C1NC(=NS(=O)(=O)c2ccccc2)S/C1=C/c1cccnc1	i
Cc1ccc(C(=O)Nc2ccc(Br)cc2)cc1	i
Cc1ccc(C2CC(C(F)(F)F)n3nc(C(=O)Nc4cccnc4Cl)cc3N2)cc1 (stereo unspecified)	i
Cc1ccccc1Cn1c(CN2CCN(c3cccc(Cl)c3)CC2)nc2c1c(=O)[nH]c(=O)n2C	i
CN1CCN(C(=O)C2COc3ccccc3O2)CC1=O (stereo unspecified)	i
O=C(NCc1ccco1)C1CCN(S(=O)(=O)N2CCCCC2)CC1	i
O=C1CC[C@@H](CN(Cc2ccccn2)C(=O)c2cn(Cc3ccccc3Cl)nn2)N1	i
CS(=O)(=O)c1nc(-c2cccs2)cc(C(F)(F)F)n1	?
COc1ccccc1C1(CC(=O)N(C)Cc2cccc3ncccc23)CC(=O)N(C2CCCC2)C1=O (stereo unspecified)	i
Cc1nc(NCC2CC(=O)N(C(C)C)C2)c2cnn(C)c2n1 (stereo unspecified)	i
OCCN=C1CCCc2c1[nH]c1ccc(Br)cc21	?
O=S(=O)(c1ccc2c(c1)CCCC2)N1CCC(n2c(Cc3ccccc3)nc3cccnc32)CC1	i
O=C1C2C(c3ccccc3O)NC(Cc3cnc[nH]3)(C(=O)O)C2C(=O)N1Cc1ccccc1 (stereo unspecified)	i
C#CCN1C(=O)C(O)(CC(C)=O)c2ccccc21 (stereo unspecified)	?
CCSc1nc2c(c(=O)[nH]1)C(c1cccnc1)C(C(=O)OC)=C(C)N2 (stereo unspecified)	i
CCOC(=O)c1ccc2c(c1)N(Cc1ccc(F)cc1Cl)C(=O)CS2	i
Cc1nonc1OCC(C)(C)Nc1ccc(C(F)(F)F)cc1[N+](=O)[O-]	36.0%*

Next section.
SMILES	ST2 IL33 inh
Cc1cc(C)c(/C=C2\C(=O)Nc3ccccc32)[nH]1	?
CN(Cc1cccc(C(F)(F)F)c1)Cc1nc(Cc2ccccc2F)no1	?
Cc1cc(NS(=O)(=O)c2ccc(NC(=O)c3ccc4c(c3)OCO4)cc2)nc(C)n1	?
CC(C)NC[C@H]1O[C@@H](CO)[C@@H](O)[C@H]1N1CCOCC1	i
COc1cccc(NC(=O)c2ccco2)c1	i
O=C(Nc1cccc2ccccc12)O[C@@H]1CO[C@H]2[C@@H]1OC[C@@H]2Nc1nccc(-c2cccc(F)c2)n1	?
COc1ccc(CN2CCN(c3ccccn3)CC2)cc1	?
OCCOc1ccccc1OCCO	i
Cn1cnc2cc(NCc3ccncc3)ccc21	i
O=C(Nc1cccc2c1CCCC2)c1cnc2n(c1=O)CCS2	i
COC(CNc1cc(N2CCOCC2)nc(N)n1)c1cccs1 (stereo unspecified)	?
Cc1ncc(-c2ccc(F)cc2)c(C2CCCN(C(=O)Cc3ccc(N4CCNC4=O)cc3)C2)n1 (stereo unspecified)	i
COc1cc(OC)c(OC)cc1/C=C1\NC(=O)N(Cc2ccc(Cl)cc2)C1=O	i
CC(C)O[C@H]1CN(C(=O)c2ccc(CSc3ncccn3)o2)C[C@@H]1O	i
O=C1NC(=Nc2ccccc2)S/C1=C/c1ccc(F)c(Br)c1	43.0%*
COCC(=O)NC(C)c1nc2ccccc2n1C (stereo unspecified)	i
O=C1C2CCCN2C(c2ccc(Cl)cc2)N1c1ccc(F)cc1 (stereo unspecified)	i
Cc1cc(=O)[nH]c(SCC(=O)c2ccc(O)c(O)c2)c1C#N	i
N#CCN(CC#N)C(=O)c1ccc([N+](=O)[O-])cc1Cl	i
COc1ccccc1NC(=O)Cn1cnc([N+](=O)[O-])n1	i
NC(=O)c1cc(-n2ccc(-c3cnccn3)n2)cs1	i
COc1ccc(/C=C2\C=C(c3ccc(Cl)cc3)OC2=O)cc1C	?
COc1ccc(NS(=O)(=O)c2ccc3c(c2)CCN3C(=O)C2CCC2)cc1OC	i
CC(C)n1c(SCc2ccc(Cl)cc2)nc2c1c(=O)[nH]c(=O)n2C	i
CCOc1cc(/C=C2/SC(=Nc3ccccc3)NC2=O)ccc1OC	i

Next section.
SMILES	ST2 IL33 inh
CC(C)C1CN(C(=O)c2ccc(=O)[nH]c2)CCCN1CC1CC1 (stereo unspecified)	i
CC(C)=C(NC(=O)c1ccccc1)C(=O)NCc1ccccc1Cl	?
COc1ccc(C2NC(=O)CCC2[N+](=O)[O-])c(OC)c1 (stereo unspecified)	i
CN(C)c1ccc(C2NC(=O)c3c(sc4c3CCC(C(C)(C)C)C4)N2)cc1 (stereo unspecified)	i
Cc1cc([N+](=O)[O-])nn1CCCC(=O)Nc1cccc(Cl)c1Cl	i
Cc1nc2c(C(=O)N(C)CCC#N)c[nH]n2c(=O)c1Cc1ccc(F)cc1	i
COC(=O)CNC(=O)N1CC[C@@](O)(c2ccccc2)[C@H]2CCCC[C@@H]21	?
Cc1ncc(-c2c(-c3ccccc3)ncn2CC(O)Cc2ccccc2)[nH]1 (stereo unspecified)	i
O=C1NC(/C=C\c2ccc3c(c2)OCO3)Nc2sc3c(c21)CCCC3 (stereo unspecified)	i
CCOc1ccccc1NC(=O)Cn1c(=O)n(CC2CCC(C(=O)NC)CC2)c(=O)c2sccc21 (stereo unspecified)	i
COc1cc(NC(C)=O)c(Cl)cc1NC(=O)c1ccccc1	i
CCc1ccccc1N(CC(=O)NC(C)(C)C)S(=O)(=O)c1ccccc1	i
CCc1ccccc1NC(=O)C1CCN(C(=O)c2ccccc2)CC1	i
COCC(=O)Nc1ccc(-c2cc(OC)cc(OC)c2)cc1	i
CCC(C(=O)Nc1ccc2c(c1)OCO2)c1ccccc1 (stereo unspecified)	i
CCc1nnc(NC(=O)c2ccc(Br)c(S(=O)(=O)N(CC)CC)c2)s1	?
COc1ccc(CNc2ccc3c(c2)ncn3C(C)(C)C)c(OC)c1	?
OC1CSc2nc3ccccc3n2C1 (stereo unspecified)	i
Cc1ccc(Nc2cc(-n3cccn3)ncn2)c(C)c1	i
CN(C/C=C/c1ccccc1)C(=O)c1cc(Cn2ccc3ccccc32)[nH]n1	?
CCCN(CC#Cc1ccccc1)C(=O)c1ccc2c(c1)nnn2C	?
O=C(Nc1ccc(Br)cc1)c1cc2ccccn2n1	?
Cc1ccc(Nc2cc(C)nc(Nc3ccc(NC(=O)CC(C)C)cc3)n2)cc1	?
COc1cc(CN2CCN(C/C=C/c3ccccc3)CC2)cc(Br)c1O	i
O=C(Nc1ncc(Cc2ccccc2)s1)C1CCCCC1	i

Going on with the list.
SMILES	ST2 IL33 inh
COc1ccc(OC)c(S(=O)(=O)c2ccc(Br)cc2)c1	i
Cc1nc2cc(C(=O)N3CC(c4cccnc4)C3)ccc2n1-c1ccccc1	i
C=CCc1c(C)c2ccc(OCC(=O)c3ccccc3)cc2oc1=O	i
CCOc1ccc2c(-c3cccc([N+](=O)[O-])c3)cc(=O)oc2c1	i
C=CC[C@@H]1CC=C[C@@H](C)N1C(=O)C(=O)c1ccco1	?
CCn1cc(-c2cnc3ccccc3c2)c(C)n1	?
CC1=CN2C(=NC(=O)CC2(C)C(=O)NCc2ccc(F)cc2)C=C1 (stereo unspecified)	?
CC1=C(C(=O)Nc2ccc(F)cc2F)C(c2ccc(N(C)C)cc2)C2=C(CCCC2=O)N1 (stereo unspecified)	?
O=CNC1CCCc2c1[nH]c1ccc([N+](=O)[O-])cc21 (stereo unspecified)	i
COc1ccc(-c2nnc(Nc3ccccc3O)c3ccccc23)cc1	i
O=C(c1cccs1)N1CCN(Cc2cccnc2)CC1	?
O=C(Cn1cnc2c(oc3ccccc32)c1=O)Nc1cccc(F)c1	i
Cc1ccc(-n2c(=O)n(Cc3ccccc3)c3c(C(N)=O)nc(-c4ccccc4Cl)nc32)cc1C	i
Cc1cn(Cc2ccccc2)c(=O)n(Cc2ccccc2)c1=O	i
Cc1ccc(NC2=C([N+](=O)[O-])CS(=O)(=O)C2)cc1	i
Cc1nn(C(=O)c2ccccc2)c2c1C(=O)CC(C)(C)C2	i
CCN(CC)C(=O)Cn1c(-c2ccccc2F)nc2ccccc2c1=O	i
COc1cccc(CC(=O)NCc2cnn3ccccc23)c1	33.0%*
COCC1(C(=O)NCCn2ccnc2)CCC1	i
c1cc(CCN2CCN(C3CCC4(CCNCC4)CC3)CC2)ccn1	i
CN1CC2(CCN(C(=O)CCCOCc3ccccc3)C2)OC1=O (stereo unspecified)	?
O=C(CN1C(=O)C2CCCCN2C(=O)c2ccccc21)N1CCCCCC1 (stereo unspecified)	?
C=CCNC(=O)CN(Cc1ccc(Cl)cc1Cl)S(=O)(=O)c1ccccc1	i
Cc1cccc2cc(CC3CC(c4ccccc4)=NN3C(=O)CCC(=O)O)c(Cl)nc12 (stereo unspecified)	?
O=S(=O)(c1ccc(F)cc1)N1CCSC1c1ccccc1 (stereo unspecified)	i

Of the compounds above, these contain a cyano group.
SMILES	ST2 IL33 inh
Cc1nc(SCC(=O)O)c(C#N)c(C)c1CC(=O)c1ccccc1	i
Cc1cc(=O)[nH]c(SCC(=O)c2ccc(O)c(O)c2)c1C#N	i
N#CCN(CC#N)C(=O)c1ccc([N+](=O)[O-])cc1Cl	i
Cc1nc2c(C(=O)N(C)CCC#N)c[nH]n2c(=O)c1Cc1ccc(F)cc1	i

Next results.
SMILES	ST2 IL33 inh
CCCc1ncc(C(O)c2cccc(OC)c2)n1C (stereo unspecified)	i
O=C(CN1CCCN(Cc2ccccc2)S1(=O)=O)NCc1ccc(Cl)cc1	?
O=C(Nc1nnc(N=Cc2ccc(Br)s2)s1)c1cccs1	i
COc1ccc(CC2CN(Cc3cnn(-c4ccccc4)c3)CCO2)cc1 (stereo unspecified)	i
CC(C)c1ccc(S(=O)(=O)NCc2nc3cccnc3n2Cc2ccccc2)cc1	i
CSc1ccc(C2N(c3ccc(F)cc3)C(=O)C3CCCN32)cc1 (stereo unspecified)	i
CN(C)CCCNC(=O)c1cc(-c2ccc(Br)s2)nc2ccccc12	?
O=C(Oc1ccc(Br)cc1)c1cc2cc(Br)ccc2oc1=O	i
Cc1ccccc1CN1C[C@H](O)C[C@H]1c1nc(-c2ccncc2)no1	i
CSCCC(NS(=O)(=O)c1cccc2nsnc12)C(=O)O (stereo unspecified)	i
Cc1ccc2[nH]cc(-c3cccc(-n4cnnc4)c3)c2c1	?
O=C(CC1CCCCC1)Nc1ccccc1[N+](=O)[O-]	?
Cc1nc2ccccc2n1Cc1cc(C(=O)NCc2ccon2)no1	i

Assay outcomes from PubChem BioAssay.
